From PubChem
TNF death inh: blocks TNF-alpha induced death of Jurkat FADD-/- cells | AID 463075 | activation (protection from cell death), % at 10 µM | actives 0.068% (n = 220,000) | Jurkat FADD-/- TNF necroptosis rescue, ATP luminescence, 24 h; 0 = TNF only, 100 = no-TNF cells;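 active = activation, meaning protection from cell death, of at least 50% relative to plate controls; inactive = activation below 50%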;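 note: necroptosis triggered by 40 ng/mL TNF-alpha added together with compound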
L929 necroptosis: blocks zVAD induced death of L929 cells | L929 zVAD necroptosis rescue, ATP luminescence, 24 h; with zVAD 60 µM | viability rescue, % at 10 µM | actives 0.38% (n = 220,000) | AID 1377;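 active = activation, scaled between plate controls, above about 75%, limit read from the data; inactive = activation under that limit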;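 note: 0% = zVAD with DMSO and 100% = DMSO alone without zVAD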
FXIa inh: blocks human coagulation factor XIa protease activity | P03951 | purified FXIa, Boc-Glu-Ala-Arg-AMC fluorogenic substrate | inhibition, % at 5 µM | actives 0.14% (n = 220,000) | AID 798;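 active = inhibition of at least 40%; inactive = inhibition below 40%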;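 note: fluorescence of freed AMC excited at 355 nm; 0% = enzyme without compound and 100% = no enzyme blank; many of its hits are not listed in these tables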
Rad51 HR inh: Rad51 (human) homologous recombination inhibition; inhibition, % at 10 µM; AID 1385; hRad51 DNA strand exchange, fluorescence dequenching; actives 0.085% (n = 200,000); Q06609;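 active = inhibition above 40% at the single screening dose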;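 note: 0% = DMSO control wells and 100% = blanks with heterologous ssDNA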
Target sequence (Q06609 whole entry, looked up): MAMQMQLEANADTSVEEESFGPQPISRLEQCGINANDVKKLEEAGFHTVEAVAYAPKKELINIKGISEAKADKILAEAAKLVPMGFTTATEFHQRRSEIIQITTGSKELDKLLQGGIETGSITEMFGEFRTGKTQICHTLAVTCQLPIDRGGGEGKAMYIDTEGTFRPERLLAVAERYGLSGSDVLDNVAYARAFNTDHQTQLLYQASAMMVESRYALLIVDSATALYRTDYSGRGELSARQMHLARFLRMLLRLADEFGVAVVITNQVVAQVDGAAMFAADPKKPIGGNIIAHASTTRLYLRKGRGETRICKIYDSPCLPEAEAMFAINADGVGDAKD
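Test system: preformed human Rad51 ssDNA filaments. Compound dosing: single dose, 10 µM final compound. Incubation: filaments 15 min 37 °C, then compound 30 min. Technique: FRET fluorescence dequenching, excitation 485 nm, emission 520 nm. Read-out basis: percent inhibition from fluorescence, normalised to plate control and blank means. Benchmarks: plate controls and plate blanks.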
FXIIa inh 1536: inhibitors of human coagulation factor XIIa | P00748 | purified FXIIa, Boc-QGR-AMC fluorogenic substrate, 2 h | inhibition, % at 5 µM | actives 0.3% (n = 220,000) | AID 800; in the data active = inhibition above about 40%;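 note: 0% = enzyme with no compound and 100% = blank without enzyme; many of its hits are not listed in these tables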
Target sequence (P00748 20-372 limits assumed): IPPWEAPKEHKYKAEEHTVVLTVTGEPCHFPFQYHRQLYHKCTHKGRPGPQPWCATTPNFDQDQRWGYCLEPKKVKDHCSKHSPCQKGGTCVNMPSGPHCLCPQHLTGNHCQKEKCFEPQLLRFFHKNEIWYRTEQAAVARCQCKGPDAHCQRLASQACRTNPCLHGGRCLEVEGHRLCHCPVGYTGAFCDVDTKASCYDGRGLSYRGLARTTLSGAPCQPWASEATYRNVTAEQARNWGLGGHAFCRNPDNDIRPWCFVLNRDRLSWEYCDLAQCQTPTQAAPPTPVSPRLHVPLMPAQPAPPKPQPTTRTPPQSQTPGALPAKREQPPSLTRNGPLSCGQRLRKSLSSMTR
Target sequence (P00748 373-615 limits assumed): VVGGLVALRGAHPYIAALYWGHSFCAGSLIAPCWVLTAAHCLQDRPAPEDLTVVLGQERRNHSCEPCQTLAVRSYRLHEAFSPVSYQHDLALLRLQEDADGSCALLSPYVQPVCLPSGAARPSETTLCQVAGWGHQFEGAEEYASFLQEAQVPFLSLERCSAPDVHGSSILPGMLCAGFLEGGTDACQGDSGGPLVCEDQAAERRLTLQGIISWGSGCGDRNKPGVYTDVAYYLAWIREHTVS
thrombin 1536: inhibitors of human thrombin | inhibition, % at 5 µM | AID 1046 | actives 0.26% (n = 220,000) | alpha-thrombin, Boc-VPR-AMC fluorogenic substrate cleavage;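 active = inhibition at or above 40%; inactive = inhibition below 40%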;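 note: 0% = enzyme with no compound and 100% = wells without enzyme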
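signal = AMC fluorescence, 355/460 nm | material = human alpha-thrombin enzyme | control set = enzyme without compound as high, wells lacking enzyme as low | times = reaction at room temperature | read-out basis = percent inhibition scaled between no-compound controls and no-enzyme blanks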
Hck Nef HTS: human Hck-Nef kinase inhibition; P08631; Recombinant Hck-YEEI plus Nef, Z-Lyte FRET kinase assay; inhibition, % at 20 µM; actives 0.68% (n = 220,000);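 active = Hck-Nef kinase inhibition above about 50%, limit read from the data; inactive = inhibition below that limit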;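 note: 0% = DMSO with Hck plus Nef and 100% = Hck alone without Nef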
KCC2 mod: modulators of human KCC2 chloride dependent transport; KCC2 cells, thallium flux FluoZin-2 fluorescence; B-score of Tl+ flux slope (higher = more flux/activation; lower = inhibition) at 10 µM; actives 2.2% (n = 190,000);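 active = thallium flux slope and its plate-corrected score both differing from the plate sample mean at a set confidence after two filtering rounds, in either direction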;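 note: slope of fluorescence scaled to starting intensity during 10 to 20 s after thallium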
KLK5 inh: blocks human kallikrein 5 protease activity; recombinant hK5, fluorogenic AMC substrate cleavage; AID 873; Q9Y337; inhibition, % at 5 µM; actives 0.59% (n = 210,000);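 active = inhibition of 40% or more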;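 note: 0% = enzyme controls without compound and 100% = no-enzyme blanks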
The depositor's hits bear a star; . = no result given.

Order of values – TNF death inh	L929 necroptosis	FXIa inh	Rad51 HR inh	FXIIa inh 1536	thrombin 1536	Hck Nef HTS	KCC2 mod	KLK5 inh
> COc1cccc(-c2nnc3sc(-c4ccco4)nn23)c1
 : 0.4	5.0	2	-1	11	2	0	-0.73	15
> O=C(NN=C1CCCC1)c1ccccc1OCCOc1ccccc1
 : -1.4	-0.3	1	.	5	3	6	-0.47	1
> O=c1c(-c2cnn(-c3ccccc3)c2)coc2cc(O)ccc12
 : 2.0	3.3	1	-10	4	-1	5	-4.1*	.
> COc1ccc(CCNC(=O)C(C)OC(=O)c2ccco2)cc1OC (stereo unspecified)
 : 0.3	0.4	-6	2	4	-7	1	.	-14
> c1ccc(Nc2c3c(nc4ccccc24)CCC3)cc1
 : -0.9	-1.3	2	.	9	-3	-3	0.061	.
> O=C(c1ccco1)N1CCN(S(=O)(=O)Cc2ccc(Cl)cc2)CC1
 : 0.4	-0.2	-8	8	-15	-3	5	0.31	1
> COc1cccc(CC2(CO)CCCN(Cc3cn[nH]c3-c3ccccc3)C2)c1 (stereo unspecified)
 : 2.0	-0.6	2	.	12	4	15	.	.
> COC(=O)c1ccccc1NC(=O)CSc1ccccc1
 : -0.9	-0.1	6	2	9	-3	0	-0.15	1
> CCCCC(=O)Nc1nnnn1CCC
 : 0.9	0.5	0	.	1	-6	3	0.4	-13
> COc1cc(C(=O)Nc2ccc(N(C)C)cc2)c([N+](=O)[O-])cc1OC
 : -0.2	-0.6	-1	-2	5	-5	1	-1.2	.
> Cc1ccc(-c2csc3nnc(SCC(=O)NCc4ccco4)n23)cc1
 : -3.2	0.1	4	5	18	-1	5	.	-9
> CC(C)(C)OC(=O)NCCCC[C@H](NC(=O)c1[nH]cnc1C(=O)N[C@@H](Cc1ccccc1)C(=O)OC(C)(C)C)C(=O)OC(C)(C)C
 : 0.9	1.3	-1	3	10	-2	25	-0.31	-11
> O=C(NN=C1C2CC3CC(C2)CC1C3)c1cccc(S(=O)(=O)N2CCOCC2)c1
 : 0.9	-0.1	-3	-5	-4	-10	1	1.4	-17
> O=C1NN(c2cccc(Br)c2)C(=O)/C1=C/c1cccs1
 : -3.2	0.1	2	22	7	-1	10	0.33	5
> Cc1nn(CC(=O)Nc2ccccc2)c(=O)c2ccccc12
 : -0.6	-0.2	-4	11	-8	-6	7	1	21
> CCc1nnc(NC(=O)CN2CCN(c3ccccc3F)CC2)s1
 : 0.3	2.7	-4	-3	4	-6	21	0.2	-5
> COc1cc2nc(C3CCC3)n(NC(=O)C(OC(C)=O)c3ccccc3)c(=O)c2cc1OC (stereo unspecified)
 : 1.6	6.9	1	1	8	-6	2	0.23	-2
> O=C(Cn1c(NCCO)nc2ccccc21)NCC1CCCO1 (stereo unspecified)
 : -0.6	0.3	0	3	4	2	10	0.19	-12
> COc1ccc(N2CC(C(=O)Nc3nccs3)CC2=O)cc1 (stereo unspecified)
 : -0.9	0.0	1	2	7	3	1	-0.58	6
> CCC1Oc2ccccc2N(CC(=O)NCCc2ccc(OC)c(OC)c2)C1=O (stereo unspecified)
 : -0.4	-0.5	4	4	10	-1	9	-1.5	-1
> CCc1ccc(N(CC(=O)NCc2ccc(F)cc2)C(=O)c2csnn2)cc1
 : 2.4	0.3	-5	13	5	-13	9	-0.91	-4
> Cc1nc(N2CCOCC2)nc2c1CCC2
 : 0.5	1.2	-2	-12	12	2	23	0.34	1
> CCOC(=O)/C(=C/c1ccc(OC(=O)c2ccncc2)cc1)C(C)=O
 : 1.2	-0.2	2	-2	8	-6	24	-0.019	5
> COc1ccc(-c2csc3nc(C)n(-n4cccc4)c(=O)c23)cc1OC
 : 3.1	17	2	2	18	-5	-1	-0.8	0
> COc1ccc(C(C(=O)NC(C)(C)C)N(Cc2cccs2)C(=O)CCC(=O)Nc2cc(C)on2)cc1 (stereo unspecified)
 : 0.9	0.1	6	11	14	1	-6	-1.8	-2
> CCC1C(=O)CC(c2ccccc2)NC1c1ccccc1 (stereo unspecified)
 : 0.2	0.1	0	3	5	-5	16	-0.41	9
> CC(=O)Nc1ccc(C(=O)CSc2nccc(=O)[nH]2)cc1
 : 0.0	0.4	-1	-12	3	-1	-1	0.36	.
> Cc1ccc(C(=O)Nc2ncnc3sc4c(c23)CCCCC4)cc1
 : -0.9	2.3	10	-9	21	-1	-2	-0.009	-28
> O=C(CSc1ncnc2ccccc12)Nc1ccc2c(c1)OCCO2
 : 0.4	0.9	0	-2	.	-2	-23	-0.016	3
> C=CCn1c(SCC(=O)c2cccs2)nnc1-c1cccc(OC)c1
 : 1.7	1.7	6	8	13	9	2	-1.5	14

Results in FXIa inh, L929 necroptosis and TNF death inh (three entries from above):
Compound	FXIa inh	L929 necroptosis	TNF death inh
CC(=O)Nc1ccc(C(=O)CSc2nccc(=O)[nH]2)cc1	-1	0.4	0.0
Cc1ccc(C(=O)Nc2ncnc3sc4c(c23)CCCCC4)cc1	10	2.3	-0.9
CCc1ccc(N(CC(=O)NCc2ccc(F)cc2)C(=O)c2csnn2)cc1	-5	0.3	2.4

New compounds follow
Order of values – TNF death inh	L929 necroptosis	FXIa inh	Rad51 HR inh	FXIIa inh 1536	thrombin 1536	Hck Nef HTS	KCC2 mod	KLK5 inh
> COC(=O)CSc1cc([N+](=O)[O-])ccc1NC(=O)OC
 : -0.5	4.8	-4	21	3	4	25	0.28	-8
> CC(NC(=O)c1cccs1)c1ccc2c(c1)OCO2 (stereo unspecified)
 : -0.7	0.2	-2	6	10	-2	1	0.79	-4
> CC(/C=N/NC(=O)c1cc(C(C)(C)C)[nH]n1)=C\c1ccccc1
 : -4.9	19	4	0	13	1	1	.	9
> CC1(C)CC(=O)C2=C(C1)N=C1SCCC(=O)N1C2c1cccc([N+](=O)[O-])c1 (stereo unspecified)
 : -0.1	1.2	-3	8	.	-4	0	0.028	0
> Cc1ccc2nc(Nc3nc(-c4ccccc4)cc(=O)[nH]3)nc(C)c2c1
 : -4.4	2.0	-11	1	4	0	6	0.03	-20
> CC(C)c1nc(CNC(=O)CCc2nnc(-c3ccsc3)o2)cs1
 : -0.3	-1.1	-1	2	5	2	21	0.33	4
> CC(=O)Nc1cc(C(=O)N2CCCC2)ccc1S(=O)(=O)c1ccc(C)cc1
 : -0.2	0.8	-35	-4	-2	-5	1	.	7
> CC(C)n1nc(C(=O)Nc2nc3ccc(S(C)(=O)=O)cc3s2)c2ccccc2c1=O
 : .	.	7	-30	10	2	.	.	-6
> O=C(NC1CCN(Cc2ccccc2)CC1)C1COc2ccccc2O1 (stereo unspecified)
 : 3.9	0.0	-1	-2	1	-5	2	-0.18	-20
> CCOc1ccccc1NC(=O)/C(C#N)=C/c1c(C)nn(-c2ccc(F)cc2)c1Cl
 : 2.3	-0.6	-1	-5	1	-6	2	2.3	-19
> Cc1cc(NC(=O)CCC(=O)N(CC(=O)NC2CCCC2)Cc2ccc3c(c2)OCO3)no1
 : -0.1	0.4	-3	-11	6	-5	25	-0.34	-11
> C/C(Cl)=C/CSc1nnc2n(N)c(=O)c3ccccc3n12
 : -0.8	-0.1	20	-3	25	2	1	-0.09	-2
> Cc1ccc(COc2ccc(Br)cc2/C=N/O)cc1
 : -1.3	0.0	2	2	18	3	0	-0.28	-11
> Cn1nc2c3ccccc3n(Cc3ccc(F)cc3)c2nc1=S
 : 0.4	-0.5	6	8	8	-2	19	-0.82	10
> CO/N=C/c1ccc(OC)c(Oc2nc(OC)cc(OC)n2)c1
 : -6.8	0.3	3	-12	5	0	21	-0.13	3
> c1nnc(NC2=NCCCCC2)s1
 : -1.4	-0.1	8	5	13	3	1	.	-1
> CS(=O)(=O)N(CC(=O)NCc1ccco1)c1ccccc1Cl
 : 1.2	1.1	5	2	11	4	2	.	-18
> Cc1ccc(S(=O)(=O)N2CCN(C(=O)N3CCOCC3)C2c2ccc(N(C)C)cc2)cc1 (stereo unspecified)
 : -2.5	-0.7	3	2	11	3	4	-0.18	8
> COc1cc(OC)cc(-c2nc(-c3cc4cc(C)ccc4nc3OC)no2)c1
 : -0.4	-0.3	-12	-4	2	-11	2	-0.28	-24
> Cc1cccc(-n2ncc3c(N4CC(C)CC(C)C4)ncnc32)c1 (stereo unspecified)
 : 0.2	0.6	20	-9	22	0	0	.	-4
> O=[N+]([O-])c1ccccc1/C=C/C=N/n1c(-c2ccco2)n[nH]c1=S
 : -1.0	1.8	0	-18	9	-2	13	1	3
> Nc1nnc(SCc2ccccc2Cl)s1
 : -0.8	0.0	6	2	13	-9	-7	-0.0078	-20
> Cn1c(=O)c2c(nc(Oc3ccc(-c4ccccc4)cc3)n2C)n(C)c1=O
 : 0.3	1.3	2	2	11	5	4	-7.7e-05	0
> COc1ccc(C)cc1Nc1ccc(C(=O)O)cc1[N+](=O)[O-]
 : -1.2	0.1	4	.	11	2	0	0.52	.
> O=C(N/N=C\c1cn[nH]c1-c1ccc(Cl)cc1)c1cccs1
 : 1.9	1.9	5	12	14	3	18	0.19	7
> Cc1[nH]c(=S)[nH]c(=O)c1Cc1ccccc1
 : -3.2	-0.3	18	0	28	4	1	.	-36
> CCCc1ccc(OCC(=O)NNC(=S)NC(=O)c2ccco2)cc1
 : -1.9	0.7	3	5	10	2	1	28*	-48
> Cc1ccc(C2C(C#N)=C(N)Oc3nc(-c4ccccc4)[nH]c32)o1 (stereo unspecified)
 : -6.3	0.1	3	-8	11	6	0	-0.91	1
> O=C(OCc1cc2ccccc2[nH]c1=O)c1cccc([N+](=O)[O-])c1
 : 1.8	0.5	4	5	8	2	19	-0.0065	4

These rows are one share of the data (hit frequency here may not be typical).
